PvdQ acylase: blocks Pseudomonas aeruginosa PvdQ acylase activity | 0.063% of 340,000 active | purified PvdQ acylase, fluorescence plate reader | inhibition, % at 10 µM; in the data active = inhibition above about 30%, passing the limit was not always enough; inconclusive = no clear call, values can overlap the other calls;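 note: 0% = vehicle neutral wells and 100% = reference inhibitor wells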
SR-BI HDL uptake: blocks mouse SR-BI lipid uptake from DiI-HDL | 0.96% of 320,000 active | Q61009 | ldlA[mSR-BI] CHO cells, DiI-HDL uptake fluorescence, 3 h | inhibition, % at 12.5 µM | AID 488896;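 active = mean replicate inhibition of at least 70% and a set share of replicates each scoring 70 or more; inconclusive = meets just one of the two criteria; inactive = fails both criteria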;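 note: 0% = median of neutral control wells and 100% = median of positive control wells; values of inactives mirror those of a sister screen read the other way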
Target sequence (Q61009 whole entry, looked up): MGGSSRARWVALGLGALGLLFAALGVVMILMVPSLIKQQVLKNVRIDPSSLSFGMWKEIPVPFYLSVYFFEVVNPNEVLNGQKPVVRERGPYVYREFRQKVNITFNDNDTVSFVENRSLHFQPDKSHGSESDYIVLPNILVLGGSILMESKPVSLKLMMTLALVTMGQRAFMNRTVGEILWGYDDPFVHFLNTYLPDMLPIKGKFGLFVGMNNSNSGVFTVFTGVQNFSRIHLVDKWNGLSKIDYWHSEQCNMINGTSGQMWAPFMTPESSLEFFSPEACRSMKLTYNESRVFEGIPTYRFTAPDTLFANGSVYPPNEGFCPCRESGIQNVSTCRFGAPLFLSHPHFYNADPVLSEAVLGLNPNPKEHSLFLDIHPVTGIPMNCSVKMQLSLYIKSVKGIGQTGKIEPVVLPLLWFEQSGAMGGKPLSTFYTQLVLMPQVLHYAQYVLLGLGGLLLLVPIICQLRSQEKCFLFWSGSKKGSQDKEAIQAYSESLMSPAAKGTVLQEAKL
SR-BI DiI-HDL act: SR-BI HDL lipid transfer activation | 0.096% of 320,000 active | CHO ldlA[mSR-BI] cells, DiI-HDL uptake fluorescence, 3 h; 100 = double the neutral-control signal | AID 504775 | activation, % at 12.5 µM;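 active = mean replicate activation of at least 60% and every replicate at or above 60%; inconclusive = mean or all-replicate condition met, but not both; inactive = mean below 60% and not all replicates reaching 60%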;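 note: 0% = median plate neutral-control signal and 100% = twice that signal; values of inactives mirror those of a sister screen read the other way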
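System: CHO ldlA[mSR-BI] cells / Medium: HEPES-buffered (25 mM, pH 7.4) F12 plus 0.5% BSA / Probe or stimulus: labelled HDL, 10 µg/mL / Doses: single compound concentration, delivered by pin transfer / Schedule: 3 h, 37 °C / Measured by: DiI fluorescence, bottom read / Measure: cell-associated DiI fluorescence as measure of HDL uptake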
CAL PDZ FP-1: inhibitors of human CAL PDZ peptide binding; Q9HD26; purified CAL PDZ, TMR-peptide fluorescence polarization, 1 h; inhibition, % at 24.9 µM; 0.92% of 300,000 active; AID 602252;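 active = mean inhibition of at least 30% with at least half of replicates also reaching 30%; inconclusive = no clear call, values can overlap the other calls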;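 note: 0% = DMSO neutral control and 100% = excess unlabeled competitor peptide PRC23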
MITF TRPM1 HTS: increases MITF-driven TRPM1 promoter luciferase signal. SK-MEL-5 TRPM1-promoter luciferase, 24 h; % of positive control, neutral wells = 0. 0.75% of 300,000 active. activation, % at 12.5 µM. AID 588334;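 active = mean activation of at least 80% with every replicate also reaching 80%; inconclusive = mean reaches 80% but some replicate falls short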;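 note: 0% = neutral control wells and 100% = parthenolide positive control wells; values of inactives mirror those of a sister screen read the other way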
dFosB activator: mouse delta FosB homodimer activation | P13346 | purified delta FosB, TAMRA-CDK5 oligo fluorescence polarization; percent of positive-control signal above neutral wells | activation, % at 25 µM | 0.99% of 340,000 active;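 active = mean activation above about 17%, with every replicate also reaching it, limit read from the data, passing the limit was not always enough; inconclusive = only one of the two conditions met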;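 note: fluorescence polarization rise as delta FosB binds a TAMRA Cdk5 AP-1 oligo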
Target sequence (P13346 whole entry, looked up): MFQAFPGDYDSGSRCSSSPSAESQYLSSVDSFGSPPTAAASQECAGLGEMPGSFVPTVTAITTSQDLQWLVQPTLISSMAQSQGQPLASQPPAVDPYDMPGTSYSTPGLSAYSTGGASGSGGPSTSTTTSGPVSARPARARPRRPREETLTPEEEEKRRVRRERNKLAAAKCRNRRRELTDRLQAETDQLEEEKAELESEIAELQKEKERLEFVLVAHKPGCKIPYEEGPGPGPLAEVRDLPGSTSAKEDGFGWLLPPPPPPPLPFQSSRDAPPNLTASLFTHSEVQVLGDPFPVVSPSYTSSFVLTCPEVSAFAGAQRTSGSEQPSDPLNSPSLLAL
Rtt109 Vps75: blocks Candida albicans Rtt109/Vps75 acetyltransferase activity | Q5AAJ8 | purified Rtt109/Vps75, ThioGlo CoA-SH fluorescence, 4 h | inhibition, % at 34.9 µM | 0.16% of 330,000 active | AID 540336;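 active = inhibition of at least 50% in every replicate; inconclusive = best replicate reaches 50% inhibition but some replicates fall short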
PfHsp90 set2: inhibits growth of yeast expressing Plasmodium falciparum Hsp90 | 0.32% of 310,000 active | S. cerevisiae expressing PfHsp90, BacTiter-Glo ATP, 48 h; yeast lacking PDR1 and PDR3 efflux regulators | inhibition, % at 9.4 µM;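 active = every replicate shows inhibition above about 80%, whatever the replicate mean, limit read from the data; inconclusive = mean inhibition reaches the set limit but some replicate falls short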;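 note: 0% = DMSO neutral controls and 100% = 20 µM radicicol positive controls; yeast relying on Plasmodium falciparum Hsp90 in place of its own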
NSD2 inh: blocks human histone methyltransferase NSD2. O96028. NSD2 peptide methylation, AlphaScreen, 120 min. inhibition, % at 12.5 µM. 0.54% of 310,000 active. AID 743445; in the data active = inhibition above about 50%
CAL PDZ FP-2: human CAL PDZ-peptide interaction inhibition | Q9HD26 | purified CAL PDZ, TMR-peptide fluorescence polarization, 1 h | inhibition, % at 20 µM | 0.02% of 330,000 active | AID 504414;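 active = highest replicate inhibition of at least 40%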;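 note: plate controls were DMSO neutral control wells for no effect and unlabeled competitor peptide control wells for full effect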
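Material: tagged CAL PDZ domain; buffer or medium: 25 mM sodium phosphate pH 7.4, 150 mM NaCl, TCEP, IgG, Thesit; compound dosing: single point, 20 µM; schedule: 1 h incubation at room temperature before polarization reading; measured by: FP readout, S and P plane fluorescence; read-out basis: percent inhibition from loss of millipolarization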
* hit, by the source's call; ? = inconclusive; · = no result given.

SMILES	PvdQ acylase	SR-BI HDL uptake	SR-BI DiI-HDL act	CAL PDZ FP-1	MITF TRPM1 HTS	dFosB activator	Rtt109 Vps75	PfHsp90 set2	NSD2 inh	CAL PDZ FP-2
Cc1ccc(N2CC(C(=O)Nc3ccc(S(=O)(=O)Nc4nccs4)cc3)CC2=O)cc1C (stereo unspecified)	-2	-5	5	-4	3	-11	9	15	5	0.6
CN(CC(=O)Nc1ccc(N2CCOCC2)cc1)C(=O)CSc1ccc(Br)cc1	1	20	-20	-3	3	-2	14	2	14	-1.1
CC(C)C[C@@H](CN)NC(=O)c1nc[nH]c1C(=O)N[C@@H](Cc1c[nH]c2ccccc12)C(=O)CNC[C@H](C)NC(=O)c1nc[nH]c1C(=O)N[C@@H](C)C(=O)O	-11	-10	10	0	0	-11	6	3	·	0.5
O=C(COc1ccccc1)N1CCN(c2ccccc2)CC1	-5	20	10	3	1	3	-2	-11	-2	-1.1
CN1/C(=C\P(=O)(N(C)C)N(C)C)C(C)(C)c2ccccc21	9	-21	21	-10	-2	?	3	39	-1	-1.4
CC1CCCCC1NC(=O)CCCn1c(=S)[nH]c2ccccc2c1=O (stereo unspecified)	8	10	-10	7	13	3	0	·	-4	-1.0
COC(=O)/C(=C\Nc1cccc(Cl)c1C)c1ncc(C(F)(F)F)cc1Cl	-4	-6	6	1	-4	-5	1	16	-2	1.0
O=C(NCC1COc2ccccc2O1)c1cc(S(=O)(=O)N2CCOCC2)ccc1F (stereo unspecified)	-10	16	-16	-3	4	-5	1	·	-7	-2.1
S=C1NC2(CCCCC2)Nc2ccccc21	-17	-1	1	·	-14	3	-36	-2	4	0.2
CCOC(=O)c1sc(=NC(=O)c2ccco2)n(C)c1C	1	8	-8	-1	21	-15	2	-5	0	0.2
Cc1cccc(C(=O)Nc2scc(CC(C)C)c2C(=O)O)c1	-11	-25	25	·	-5	-2	-6	10	-3	0.2
CC(=O)c1ccc(S(=O)(=O)N2CCN(c3nc4c(C)c(C)ccc4cc3C#N)CC2)cc1	-12	4	-4	·	-5	4	3	-25	-1	0.3
COC(=O)c1cccc(NC(=O)CN2CCc3ccccc3C2)c1	-11	-8	8	-4	-6	-2	-2	-20	0	-1.7
Cc1ccc(-n2c(SCC(=O)c3c(N)n(C)c(=O)n(C)c3=O)nc3sc4c(c3c2=O)CCCC4)c(C)c1	-6	38	-38	-4	-2	10	1	-36	0	-0.5
CCOC(=O)C1CCN(S(=O)(=O)CCNC(=O)c2ccccc2)CC1	-14	-60	?	-5	10	2	-2	·	-3	-2.0

Ordered by molar mass (largest number first): eleven of the compounds above.
SMILES	PvdQ acylase	SR-BI HDL uptake	SR-BI DiI-HDL act	CAL PDZ FP-1	MITF TRPM1 HTS	dFosB activator	Rtt109 Vps75	PfHsp90 set2	NSD2 inh	CAL PDZ FP-2
CC(C)C[C@@H](CN)NC(=O)c1nc[nH]c1C(=O)N[C@@H](Cc1c[nH]c2ccccc12)C(=O)CNC[C@H](C)NC(=O)c1nc[nH]c1C(=O)N[C@@H](C)C(=O)O	-11	-10	10	0	0	-11	6	3	·	0.5
CN(CC(=O)Nc1ccc(N2CCOCC2)cc1)C(=O)CSc1ccc(Br)cc1	1	20	-20	-3	3	-2	14	2	14	-1.1
Cc1ccc(N2CC(C(=O)Nc3ccc(S(=O)(=O)Nc4nccs4)cc3)CC2=O)cc1C (stereo unspecified)	-2	-5	5	-4	3	-11	9	15	5	0.6
CC(=O)c1ccc(S(=O)(=O)N2CCN(c3nc4c(C)c(C)ccc4cc3C#N)CC2)cc1	-12	4	-4	·	-5	4	3	-25	-1	0.3
O=C(NCC1COc2ccccc2O1)c1cc(S(=O)(=O)N2CCOCC2)ccc1F (stereo unspecified)	-10	16	-16	-3	4	-5	1	·	-7	-2.1
CCOC(=O)C1CCN(S(=O)(=O)CCNC(=O)c2ccccc2)CC1	-14	-60	?	-5	10	2	-2	·	-3	-2.0
CC1CCCCC1NC(=O)CCCn1c(=S)[nH]c2ccccc2c1=O (stereo unspecified)	8	10	-10	7	13	3	0	·	-4	-1.0
COC(=O)c1cccc(NC(=O)CN2CCc3ccccc3C2)c1	-11	-8	8	-4	-6	-2	-2	-20	0	-1.7
Cc1cccc(C(=O)Nc2scc(CC(C)C)c2C(=O)O)c1	-11	-25	25	·	-5	-2	-6	10	-3	0.2
CN1/C(=C\P(=O)(N(C)C)N(C)C)C(C)(C)c2ccccc21	9	-21	21	-10	-2	?	3	39	-1	-1.4
CCOC(=O)c1sc(=NC(=O)c2ccco2)n(C)c1C	1	8	-8	-1	21	-15	2	-5	0	0.2

Continued.
SMILES	PvdQ acylase	SR-BI HDL uptake	SR-BI DiI-HDL act	CAL PDZ FP-1	MITF TRPM1 HTS	dFosB activator	Rtt109 Vps75	PfHsp90 set2	NSD2 inh	CAL PDZ FP-2
COCCn1c(Sc2ccccc2)nc2c1c(=O)[nH]c(=O)n2C	-12	12	-12	-3	·	8	-13	·	-2	-0.8
CC(=O)C[C@H](O)CC(=O)[C@H]1OC(=O)CCCCCCCc2ccccc21	1	9	-9	-1	·	0	-7	-2	·	-1.3
O=C(CN1C(=O)S/C(=C\c2ccccc2)C1=O)Nc1cc([N+](=O)[O-])ccc1O	-8	25	-25	-2	14	-11	18	-12	21	-0.2
Cc1nn(CC(=O)Nc2cccc(Cl)c2)c(=O)c2cc(-c3ccccc3)nn12	-5	-15	15	18	-10	7	1	-12	-2	-2.2
O=C(N/N=C/c1ccc(OCC(=O)N2CCCC2)cc1)C(=O)NC1CC1	-9	-17	17	-3	-1	1	15	-4	1	-1.8
CCCc1cc(Nc2cccc(OC)c2)n2ncnc2n1	-5	5	-5	-1	-4	1	-2	-4	-2	-1.2
O=C(Nc1cccc2c1C(=O)NC2=O)c1ccc(N2C(=O)CCC2=O)cc1	5	16	-16	·	·	2	-8	-5	-4	-1.0
COc1cccc(NC(=O)CN2C(=O)NC3(CCCCCC3)C2=O)c1	3	8	-8	-2	-5	-4	·	-12	-3	-2.0
Cc1cccc(OCCCn2c(CO)nc3ccccc32)c1	-16	24	-24	89*	51	-4	-8	1	-1	·
O=C(NCc1ccccc1)C(c1ccncc1)N(C(=O)c1csnn1)c1ccccc1F (stereo unspecified)	-10	·	·	-3	7	-10	-12	-18	2	-3.5
COCc1nnc(NC(=O)c2ccc(S(=O)(=O)N(C)c3ccccc3)cc2)o1	-10	-23	24	·	·	-9	-3	8	·	-0.1
Nc1nc2n(n1)C(c1ccco1)CC(c1ccc(Cl)cc1Cl)N2 (stereo unspecified)	-20	-20	20	2	-2	-2	1	-10	2	-1.1
O=C(O)c1ccc(Cl)c(S(=O)(=O)Nc2ccccc2C(=O)Nc2ccc(Cl)cc2)c1	-10	16	-16	-3	5	-10	1	10	·	-1.5
Cn1nnc(C(O)CN2CCOCC2)n1 (stereo unspecified)	0	-5	5	-7	-5	-2	12	5	1	0.2
COc1ccc(S(=O)(=O)N2CCN(C(=O)c3cccc(Cl)c3)CC2)cc1	15	-3	3	2	-1	-5	8	2	-1	-0.6
CCN(c1ccc(C)cc1C)S(=O)(=O)c1nnc(NC(=O)c2ccco2)s1	13	-8	8	-6	8	-17	11	3	4	-0.6
O=C1NC2(CCCCC2)OC12CCCCC2	-10	0	0	0	1	3	-2	5	-3	-0.1
Cc1nn(C)c(C)c1C(C)NC(=O)c1ccc(OC2CCN(Cc3ccccn3)CC2)cc1 (stereo unspecified)	14	0	0	-4	-13	-11	2	7	4	-1.5
O=C(CSc1nnc(NC(=O)c2ccccc2C(=O)O)s1)Nc1ccccc1Cl	-5	-3	3	0	-6	1	-10	22	0	·
O=C1CCN(C(=O)/C=C/c2ccccc2)c2ccccc21	-13	14	-14	9	5	-11	-15	13	-4	·
COc1ccccc1NC(=S)NCc1ccc2c(c1)OCO2	-3	-4	4	-6	8	5	2	-10	·	-0.2
CCCc1nc2c(=O)n(C)c(=O)[nH]c2n1CCC	-6	-11	11	·	-5	0	-2	34	-1	-0.2
Cc1ccc(S(=O)(=O)NCCC(=O)N2CC(C)OC(C)C2)cc1C (stereo unspecified)	5	-6	6	-3	8	0	50	-10	1	-3.5
O=C(OC(C(=O)NC1CCCC1)c1ccncc1)C1=Cc2ccccc2OC1 (stereo unspecified)	-4	17	-17	-2	13	-12	-18	2	-2	-0.4
Cc1ccc(N2C(=O)C3Sc4[nH]c(=O)sc4C(c4ccccc4)C3C2=O)cc1 (stereo unspecified)	-7	5	·	1	9	-5	?	8	8	-1.1
COc1ccc(C(=O)N2CCC(C(=O)N3CCN(c4ccc(OC)cc4)CC3)CC2)cc1	-5	-8	8	-4	8	-3	10	-16	2	-1.7
COc1cc(N2CCCC2)c(OC)cc1/C=C(/C#N)c1ccc(F)cc1	-9	47	-47	-3	-3	-10	-3	7	5	0.7
O=C(CCNC(=O)c1ccc(Br)cc1)Nc1nc2ccccc2[nH]1	-4	2	-2	-1	5	3	-5	·	-3	-2.6
O=[N+]([O-])c1cccc(N/N=C/c2cccc3ccccc23)c1	3	40	-40	-1	16	0	-4	7	19	-1.9
CC12CCC(=O)N1C(C(=O)Nc1nnc(SCc3ccccc3F)s1)CS2 (stereo unspecified)	-17	3	-3	-7	4	-8	5	10	2	-3.0
Cc1ccccc1CN1CCNC1=O	-8	-5	5	·	-2	1	4	-4	0	-2.2
CNC(=S)NNC(=O)c1c(C)nc2cc(C)ccn12	-15	-5	5	-1	10	2	-4	8	-1	0.6
COc1ccc(CCNC(=O)Nc2cccc([N+](=O)[O-])c2)cc1OC	-17	14	-14	2	-6	8	-1	6	1	0.2
O=C(CSc1nccc(=O)[nH]1)NC1CCCCCC1	-7	-7	7	-1	-2	2	-42	15	-2	0.5
Cc1cc(C)n2nc(C(=O)OCC(=O)Nc3ccc(C)c(S(=O)(=O)N(C)C)c3)nc2n1	-3	-21	21	-2	3	-8	2	3	1	0.1
O=C(CN1CCN(c2cccc(Cl)n2)CC1)N1CC(O)CO1 (stereo unspecified)	-13	10	-10	8	3	2	-11	18	-2	-1.0
CCN(CC)CCNC(=O)c1ccc(NS(=O)(=O)c2ccc3c(c2)OCCO3)cc1	-6	10	-10	·	1	-10	6	7	5	-0.2
O=C(/C=C/c1ccc2c(c1)OCO2)c1ccc(O)cc1O	1	24	-24	·	64	5	3	·	8	-1.2
Oc1ccc(/C=N/Nc2nc(-c3ccccc3F)nc3ccccc23)c(O)c1	6	·	·	5	-31	-16	0	-3	7	0.7

Bioassay records (PubChem)
